Source: PubChem (several laboratories)
CaV13 ICDI inh = Disruptors of the CACNA1D IQ motif to Ca2+-dependent inactivation inhibitor domain association, primary screening, Förster resonance energy transfer in intact living …. HEK cells, CFP/YFP FRET ICDI-IQ, plate reader, 10 min; percent FRET-ratio fall versus neutral wells. inhibition, % at 12.3 µM. hit rate 0.098% among 340,000. AID 743397;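 active means mean replicate inhibition of at least 30% and at least 1% of replicates passing that level; inconclusive means only one of the two criteria is met; inactive means neither criterion is met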;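 further: 0% = median of the neutral control wells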
NR2E3 ag-1 = agonists of human nuclear receptor NR2E3. Q9Y5X4. GST-NR2E3/biotin-RetCOR TR-FRET, 1536-well. inhibition of corepressor binding, % at 4.78 µM. hit rate 0.12% among 320,000. AID 2300;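 active means percent inhibition above the cutoff of mean plus 3 SD of all tested compounds, set per screening campaign, cut at about 20% in these data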;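 further: 0% = DMSO wells and 100% = biotin wells as full block of FRET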
Target sequence (Q9Y5X4 whole entry, looked up): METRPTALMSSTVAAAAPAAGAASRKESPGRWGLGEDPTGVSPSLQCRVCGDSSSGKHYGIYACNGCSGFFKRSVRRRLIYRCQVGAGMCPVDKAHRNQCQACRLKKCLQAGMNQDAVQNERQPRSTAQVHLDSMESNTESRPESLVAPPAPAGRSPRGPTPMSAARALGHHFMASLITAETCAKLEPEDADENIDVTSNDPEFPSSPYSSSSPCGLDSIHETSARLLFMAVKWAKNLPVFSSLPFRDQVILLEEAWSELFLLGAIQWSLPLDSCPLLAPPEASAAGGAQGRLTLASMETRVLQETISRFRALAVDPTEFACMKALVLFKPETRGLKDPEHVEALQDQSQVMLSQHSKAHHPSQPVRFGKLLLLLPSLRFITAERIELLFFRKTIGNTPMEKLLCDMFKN
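Test system – NR2E3–RetCOR corepressor complex · Quantity – NR2E3 fusion 1.35 nM · Buffer or medium – Tris pH 7.5 · Incubation – Compound–protein incubation for 5 h at 4 °C · Technique – TR-FRET, Eu(K)-anti-GST donor, streptavidin-D2 acceptor, ex 340, em 617/671 nm · Evaluation – percent inhibition of 671/617 nm emission ratio versus biotin and DMSO controls · Plate – 1536-well format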
hiPSC survival = increases survival of single human iPS cells | hiPSC single-cell survival, ATPlite luminescence; 100% = ROCK inhibitor wells, 0% = DMSO | survival enhancement, % at 20 µM | hit rate 0.044% among 360,000 | AID 602274; in the data active means survival enhancement above about 18%;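 further: cells exposed to compounds for 16 hours before the ATP read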
NR2E3 ag-2 = human photoreceptor-specific nuclear receptor agonism. Q9Y5X4. hit rate 0.35% among 360,000. AID 602229. inhibition of corepressor binding, % at 3.98 µM. CHO-S Gal4-NCOR/VP16-NR2E3 two-hybrid, luciferase;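 active means inhibition above the mean of all tested compounds plus 3 SD, cut at about 70% in these data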;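 further: 0% = DMSO with NR2E3 transfected cells and 100% = cells lacking NR2E3 construct; higher means lower luciferase signal from less NR2E3 corepressor binding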
TRPM1 prom inh = MITF TRPM1 promoter inhibition in SK-MEL-5 cells | AID 488899 | hit rate 0.83% among 330,000 | inhibition, % at 12.5 µM | SK-MEL-5 TRPM1 promoter luciferase, 24 h;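 active means mean inhibition across replicates of 60% or more, whatever share of single replicates reaches that level; inconclusive means some that reach 60%, reason not given; inactive means mean inhibition across replicates below 60%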; further: values of inactives mirror those of a sister screen read the other way
HIF-2a block = inhibitors of HIF-2a | inhibition, % at 18.8 µM | 786-0 RCC cells HIF-2a reporter, luciferase luminescence, overnight | hit rate 0.72% among 360,000 | AID 624352;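 active means inhibition of the luminescence signal of 40% or more relative to plate controls, in a single-dose primary screen at 18.75 µM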
Peg3 promoter = Peg3 promoter activity inhibition. HeLa PEG-Prom luciferase reporter, luminescence, overnight. inhibition, % at 20 µM. AID 588405. hit rate 1.7% among 360,000;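 active means inhibition of at least 50% at 20 µM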
aDG glyco act = increases alpha dystroglycan glycosylation; AID 624168; Pro5-aDG cells, alpha-DG glycosylation AlphaScreen (IIH6); 0% Pro5, 100% B10-LARGE cell signal; hit rate 0.22% among 360,000; activation, % at 10 µM;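 active means activation of at least 8% versus controls, or a plate z-score of at least 8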;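 further: Pro5 are CHO cells carrying HIG-tagged alpha-DG that lacks glycosylation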
Vif imaging = HIV Vif inhibition | HEK293T cells, Vif self-association by quenched fluorescence, imaging, 24 h | inhibition, % at 7.49 µM | hit rate 0.35% among 340,000 | AID 602346; in the data active means inhibition above about 50%, passing the limit was not always enough; inconclusive means no clear call, values can overlap the other calls; inactive means below about 31%; further: some results filed as inactive read as strong as hits
Exocytosis inh = blocks lytic granule exocytosis. TALL-104 LAMP-1 surface exposure, flow cytometry; cells stimulated with thapsigargin and PMA. inhibition, % at 10 µM. hit rate 0.66% among 360,000. AID 651702;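 active means inhibition above about 55%, limit read from the data; inconclusive means no clear call, values can overlap the other calls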
PDI inh = inhibitors of human protein disulfide isomerase; PDI insulin aggregation turbidity, A650, 90 min; inhibition, % at 10 µM; hit rate 0.052% among 350,000; AID 588391;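 active means mean inhibition across replicates of 30% or more, whatever share of single replicates reach that level; inconclusive means mean inhibition below 30% while every single replicate reaches 30%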;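 further: absorbance from insulin aggregation driven by PDI reduction with DTT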
Target sequence (P07237 whole entry, looked up): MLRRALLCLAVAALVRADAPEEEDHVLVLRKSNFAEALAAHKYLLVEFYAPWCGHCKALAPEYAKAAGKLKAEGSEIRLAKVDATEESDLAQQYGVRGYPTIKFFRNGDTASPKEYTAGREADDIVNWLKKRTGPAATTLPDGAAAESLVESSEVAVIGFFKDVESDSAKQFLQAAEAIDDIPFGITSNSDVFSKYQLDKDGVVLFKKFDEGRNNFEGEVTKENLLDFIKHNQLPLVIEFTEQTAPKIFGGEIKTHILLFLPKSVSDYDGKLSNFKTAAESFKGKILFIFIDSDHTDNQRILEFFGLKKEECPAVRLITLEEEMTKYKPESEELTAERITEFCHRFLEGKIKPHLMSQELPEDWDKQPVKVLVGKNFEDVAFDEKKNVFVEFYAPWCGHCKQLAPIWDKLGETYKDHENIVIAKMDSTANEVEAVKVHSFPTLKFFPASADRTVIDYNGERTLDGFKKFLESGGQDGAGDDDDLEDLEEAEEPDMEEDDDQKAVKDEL
The depositor's hits bear a star; u = inconclusive; x = not tested or not shown. Rows are unselected. Share with any hit: about 3.5%.

#	Structure	CaV13 ICDI inh	NR2E3 ag-1	hiPSC survival	NR2E3 ag-2	TRPM1 prom inh	HIF-2a block
1	CCOc1cccc(-c2c(C(=O)N/N=C/c3ccc(C)o3)nnn2-c2nonc2N)c1	-3	-1	-0.5	-4	-3	-6
2	Cc1ccc(C)c(NC(=O)CN2C(=O)NC(C)(c3ccc4c(c3)OCCO4)C2=O)c1 (stereo unspecified)	-3	2	0.4	-8	8	5
3	COC(=O)c1ccc(NC(=O)Cn2nc(C(=O)Nc3ccc(C)cc3)ccc2=O)cc1	-7	0	0.0	-10	-2	0
4	COc1cc(C)ccc1OCC(=O)Nc1nnc(C2CC2)s1	-6	x	0.2	17	-5	-126
5	CCCCCCCCN1C(=O)[C@H](CC(=O)N2CCCCC2)C[C@@]2(C(=O)OC)CCCCC=C12	-4	x	-0.8	0	x	3
6	CC(C)CCNC(=O)CN(CC1CCCO1)C(=O)CCC(=O)Nc1nccs1 (stereo unspecified)	-1	-2	-3.5	21	10	17
7	O=C(C=Cc1ccccc1)NCCNC(=O)C=Cc1ccccc1	-11	x	1.7	-23	11	-20
8	Cc1ccc(-c2csc(NS(=O)(=O)c3cccc(F)c3)n2)o1	-7	x	-1.5	6	2	23
9	C=C1CCC[C@]2(C)C[C@H]3OC(=O)C(CN(C)CC(OC)OC)[C@H]3CC12 (stereo partly specified)	-5	0	0.1	9	44	17
10	COc1cccc(S(=O)(=O)N(C)C[C@@H]2Oc3ncc(C#CCN(C)C)cc3C(=O)N([C@H](C)CO)C[C@H]2C)c1	-8	x	3.6	-3	x	5
11	O=C(NCCc1ccccc1)c1ccc(CS(=O)(=O)c2ccc(Cl)cc2)o1	-3	0	-0.2	-45	-10	-2
12	O=C(COc1ccccc1)Nc1ccc([N+](=O)[O-])cc1	-15	0	-1.9	-29	-10	-45

#	Peg3 promoter	aDG glyco act	Vif imaging	Exocytosis inh	PDI inh
1	-7	0.1	0	7	4
2	10	-0.3	-3	2	-3
3	-1	0.0	-9	14	16
4	-58	-0.2	-12	u	-5
5	x	0.1	x	8	x
6	-5	0.4	19	-1	4
7	-6	0.3	12	1	5
8	4	-0.1	-4	-5	5
9	-71	-0.4	6	-1	4
10	6	-0.3	-8	0	-1
11	2	-0.2	-8	12	0
12	-50	-0.1	1	-3	2

Next results
#	Structure	CaV13 ICDI inh	NR2E3 ag-1	hiPSC survival	NR2E3 ag-2	TRPM1 prom inh	HIF-2a block
13	O=C(NNC(=S)NCc1ccc(Cl)cc1)c1cccnc1	x	1	-0.5	-19	-2	2
14	COc1ccc(C(=O)Nc2ccc(N3CCCCCC3)cc2)cc1S(=O)(=O)N1CCOCC1	-2	6	0.4	-14	19	-17
15	CCn1cc(C(=O)O)c(=O)c2cc(F)c(N3CCN(C(=S)NC(=O)c4ccc(F)c(F)c4)CC3)cc21	-5	-6	1.0	18	x	15
16	COc1cccc(NC(=O)Nc2ccc(CC(=O)O)cc2)c1	-3	16	-0.1	14	2	19
17	CCCCN(C)C(=O)c1sc(=O)n(CC(=O)c2ccccc2OC)c1C	26	x	-2.1	-6	x	-9
18	COc1ccc(CN([C@H](C)CO)S(=O)(=O)N(Cc2ccccc2)[C@H](CO)C(C)C)cc1	-9	0	-0.7	-19	1	7
19	CC(C)(C)n1nc2c(c1NC(=O)c1cc([N+](=O)[O-])ccc1Cl)CS(=O)(=O)C2	-5	3	-0.5	-16	-6	3
20	CNc1ccccc(-c2ccc3cc4c(cc3n2)OCO4)c1=O	-5	-1	2.3	-33	-4	-121
21	Cc1ccc(-c2cc(C(F)F)n3ncc(C(=O)NN4CCCCC4)c3n2)cc1	-2	-5	3.9	18	11	14
22	COc1ccccc1-c1oc2ccccc2c1C#CC1(O)CCCCC1	-5	x	2.9	-28	-10	27
23	CCN(c1ccccc1)S(=O)(=O)c1ccc(OC)c(NC(=O)Cn2cnc3c2c(=O)n(C)c(=O)n3C)c1	-7	1	0.7	13	-7	10
24	CCNc1nc(NCC)n2c(SCC(=O)O)nnc2n1	x	2	0.2	-8	4	3

#	Peg3 promoter	aDG glyco act	Vif imaging	Exocytosis inh	PDI inh
13	10	-0.1	0	-9	-2
14	13	0.3	-7	4	-10
15	-6	0.7	0	-3	-1
16	7	0.9	-16	17	0
17	-13	0.0	1	-8	-1
18	11	0.0	6	-3	7
19	4	0.1	-7	-3	7
20	-101	-0.2	-7	-4	7
21	23	0.1	-1	-2	0
22	5	0.0	-4	-7	5
23	8	0.0	-28	2	-3
24	10	0.2	-6	-1	0

Sorted by value in NR2E3 ag-2 (highest first): 3 of the compounds above
cpd | Molecule | NR2E3 ag-2
23 | CCN(c1ccccc1)S(=O)(=O)c1ccc(OC)c(NC(=O)Cn2cnc3c2c(=O)n(C)c(=O)n3C)c1 | 13
24 | CCNc1nc(NCC)n2c(SCC(=O)O)nnc2n1 | -8
19 | CC(C)(C)n1nc2c(c1NC(=O)c1cc([N+](=O)[O-])ccc1Cl)CS(=O)(=O)C2 | -16

Remaining list, next part
#	Structure	CaV13 ICDI inh	NR2E3 ag-1	hiPSC survival	NR2E3 ag-2	TRPM1 prom inh	HIF-2a block
25	CCCOc1ccccc1Cn1c(=O)oc2ccc(C)cc21	x	1	3.9	3	6	19
26	CC1N(C)c2cc(NC(=O)c3cccs3)c(P(=O)(Nc3ccc([N+](=O)[O-])cc3)N3CCOCC3)cc2C1(C)C (stereo unspecified)	7	2	-1.9	-26	9	22
27	CC(C)CC(=O)Nc1ccc(S(=O)(=O)N2CCCC2)cc1	-2	-1	0.1	9	8	10
28	Cc1ccccc1-c1ccc(CN2C(C)C(=O)N(Cc3cn(Cc4ccco4)nn3)CCS2(=O)=O)cc1 (stereo unspecified)	-7	x	0.2	-16	x	2
29	O=C1C(C=NCCCN2CCOCC2)=C(O)c2ccccc21	x	3	-1.5	-20	4	-112
30	CC(C)C[C@@H](CN1CCC[C@@H]1CN1C(=S)NC[C@@H]1Cc1ccccc1)N1C[C@H](Cc2ccc(O)cc2)N(CC2CCCCCC2)C1=S	-7	x	-2.3	19	x	-4
31	O=C(CSc1nnc(SCc2ccc(Cl)cc2)s1)N1CCN(C(=O)c2ccco2)CC1	-5	2	-1.5	-7	-3	-53
32	Cc1ccccc1Nc1nc(N2CCOCC2)nc(N2CCOCC2)n1	-5	1	-0.3	-6	-12	20
33	CC1C(O)=C(c2nc3ccccc3[nH]2)C(=N)N1c1ccccc1 (stereo unspecified)	-11	-4	-4.0	-63	-17	-173
34	O=C(CCN1CCN(c2ccccc2)CC1)NNC(=S)Nc1ccccc1	-4	-1	0.4	-26	-12	12
35	C(=N\Nc1ccc2nncn2n1)/c1ccco1	-17	0	0.0	-17	-50	5
36	O=C(Nc1ccc2c(c1)OCO2)c1cc(C2CCCCN2C(=O)c2ccc(Cl)cc2)on1 (stereo unspecified)	-6	x	1.1	-15	x	-9

#	Peg3 promoter	aDG glyco act	Vif imaging	Exocytosis inh	PDI inh
25	10	0.1	10	14	1
26	20	-0.1	-3	0	-7
27	22	0.0	-1	-2	2
28	27	-0.2	x	3	x
29	-31	-0.2	12	0	-4
30	44	1.0	25	18	x
31	-25	-0.1	x	1	-2
32	-11	0.1	-2	-3	5
33	-161	-0.3	9	0	-11
34	6	0.0	-2	6	6
35	10	0.0	2	-4	7
36	11	-0.1	-1	-6	17

Record cards, as listed above. Values in the order: CaV13 ICDI inh	NR2E3 ag-1	hiPSC survival	NR2E3 ag-2	TRPM1 prom inh	HIF-2a block	Peg3 promoter	aDG glyco act	Vif imaging	Exocytosis inh	PDI inh
CC(C)CC(=O)Nc1ccc(S(=O)(=O)N2CCCC2)cc1 in the list: -2	-1	0.1	9	8	10	22	0.0	-1	-2	2
O=C(CSc1nnc(SCc2ccc(Cl)cc2)s1)N1CCN(C(=O)c2ccco2)CC1 in the list: -5	2	-1.5	-7	-3	-53	-25	-0.1	x	1	-2

(list continues)
#	Structure	CaV13 ICDI inh	NR2E3 ag-1	hiPSC survival	NR2E3 ag-2	TRPM1 prom inh	HIF-2a block
37	CC(C)NC(=O)/C(C#N)=C/c1cccc(NC(=O)c2ccccc2Cl)c1	-5	2	4.9	-27	7	48*
38	Cc1cc(C(=O)OCC(=O)N(C)C2CCS(=O)(=O)C2)c(C)n1-c1ccccc1 (stereo unspecified)	x	0	-1.0	-15	15	0
39	C[C@H]1Cn2cnc(C(=O)NCC(=O)OC(C)(C)C)c2C(=O)N1	-3	x	-2.6	-16	x	-6
40	CCN(CC)CCNC(=O)c1cccc(NC(=O)C(=O)c2ccccc2NC(C)=O)c1	-6	1	-0.9	-20	-2	16
41	Cc1ccc(Nc2c(O)nc[nH]c2=O)cc1C	-3	x	0.4	-57	5	-11
42	COc1ccc(O)c(-c2cn[nH]c2-c2cccs2)c1	-4	1	-2.6	3	8	7
43	O=C(Nc1ccc2c(c1)OCCO2)C1CCCN(S(=O)(=O)c2cccnc2)C1 (stereo unspecified)	-2	1	-1.9	9	11	0
44	Cc1ccc(C(=O)NCCC(=O)N2CCC3(CC2)NCCc2[nH]cnc23)cc1C	-2	0	0.4	-16	-13	6
45	COc1ccc(-n2cc(C#N)c(=O)[nH]c2=O)cc1	2	2	0.9	17	5	11

#	Peg3 promoter	aDG glyco act	Vif imaging	Exocytosis inh	PDI inh
37	9	2.2	-2	-2	5
38	5	0.0	18	0	0
39	-3	-0.1	-16	-4	-4
40	-14	-0.2	-4	4	-4
41	-2	0.0	11	12	1
42	16	0.2	-7	0	-6
43	9	0.0	-8	1	x
44	5	-0.2	-4	1	0
45	1	0.1	-17	2	-3
